# KCNQ1 inh: inhibitors of human KCNQ1 potassium channel. P51787. CHO-K1 KCNQ1, FluxOR thallium flux fluorescence; active compounds read high. B-score at 10 µM. 310,000 compounds, 1.3% hits;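 active means compounds whose thallium flux B-score, printed positive for inhibition, exceeds three library SD while starting fluorescence stays within three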;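 further: channel opened by potassium depolarization with thallium stimulus after 20 min compound exposure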
# KCNK3 inh: human KCNK3 channel inhibition, primary screen; O14649; CHO-KCNK3 thallium flux, FluxOR fluorescence; active compounds read low; B-score at 10 µM; 340,000 compounds, 0.84% hits; AID 602410;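 active means B-score under library mean minus 4 SD, starting fluorescence ratio at most library mean plus 5 SD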;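 further: more negative B-score means stronger inhibition of thallium flux through KCNK3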
# RGS4 block: human RGS4 inhibition; P49798; AID 463165; B-score at 10 µM; 310,000 compounds, 0.45% hits; HEK293 M3R/RGS4 inducible, Fluo-4 calcium flux; active compounds read high; triggered by carbachol at its EC20;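 active means B-score, a plate-corrected calcium signal, over three deviations above library mean, with baseline fluorescence within five deviations of library mean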;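 further: RGS4 expression induced by doxycycline in cells with stable M3 receptor; B-score is computed from the integrated fluorescence ratio over baseline after carbachol; higher B-score means a larger calcium signal and so more RGS4 inhibition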
# Target sequence (P49798 whole entry, looked up): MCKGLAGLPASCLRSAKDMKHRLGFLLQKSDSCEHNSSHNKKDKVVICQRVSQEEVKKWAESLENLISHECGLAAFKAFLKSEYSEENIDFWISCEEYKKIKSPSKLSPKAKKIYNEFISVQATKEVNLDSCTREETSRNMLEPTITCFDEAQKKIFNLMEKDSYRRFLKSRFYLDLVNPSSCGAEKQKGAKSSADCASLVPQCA
# RGS4 pot: potentiators or activators of RGS4; HEK293 M3R/inducible RGS4, carbachol calcium flux Fluo4; active compounds read low; 310,000 compounds, 0.92% hits; B-score at 10 µM;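 active means B-score of the integrated calcium signal more than 4 SD below the library mean, with starting fluorescence not abnormally high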;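 further: negative B-score means reduced calcium response which marks RGS4 activation or potentiation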
#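 Also added: carbachol at ECmax as muscarinic agonist stimulus; Assay system: HEK293 cells with stable M3R and inducible RGS4; Timing: overnight RGS4 induction, 30 min dye load 37 °C, 20 min compound RT; Measured by: Fluo4-AM (2 µM) calcium-flux fluorescence, kinetic read.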
# KCNK9 inh: blocks the human KCNK9 two-pore domain potassium channel | B-score at 10 µM | HEK293 KCNK9, FluxOR thallium flux fluorescence; active compounds read low | 310,000 compounds, 1.2% hits | Q9NPC2 | AID 488922;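 active means ratio B-score over 3 SD below the library mean, with starting fluorescence within 5 SD of its mean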;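 further: negative B-score means less thallium flux so channel inhibition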
# Target sequence (Q9NPC2 whole entry, looked up, the tested form may be a part): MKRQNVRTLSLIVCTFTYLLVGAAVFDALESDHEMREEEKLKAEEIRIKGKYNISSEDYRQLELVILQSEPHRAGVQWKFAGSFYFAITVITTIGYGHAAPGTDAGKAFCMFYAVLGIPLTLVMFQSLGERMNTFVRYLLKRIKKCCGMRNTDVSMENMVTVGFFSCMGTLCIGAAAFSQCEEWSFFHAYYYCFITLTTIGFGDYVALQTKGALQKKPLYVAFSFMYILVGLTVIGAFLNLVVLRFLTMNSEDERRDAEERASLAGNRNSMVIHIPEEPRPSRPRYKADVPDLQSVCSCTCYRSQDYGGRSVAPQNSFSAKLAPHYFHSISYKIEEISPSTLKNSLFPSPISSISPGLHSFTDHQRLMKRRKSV
# GSK3A inh: inhibitors of human GSK-3 alpha kinase | P49840 | ADP-Glo luminescence, 60 min | inhibition, % at 10 µM | 320,000 compounds, 0.1% hits;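 in the data active means inhibition above about 50%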;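 further: GST-tagged GSK-3 alpha with peptide substrate and 25 µM ATP; 0% = DMSO neutral wells and 100% = GW8510 positive control wells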
# Target sequence (P49840 whole entry, looked up): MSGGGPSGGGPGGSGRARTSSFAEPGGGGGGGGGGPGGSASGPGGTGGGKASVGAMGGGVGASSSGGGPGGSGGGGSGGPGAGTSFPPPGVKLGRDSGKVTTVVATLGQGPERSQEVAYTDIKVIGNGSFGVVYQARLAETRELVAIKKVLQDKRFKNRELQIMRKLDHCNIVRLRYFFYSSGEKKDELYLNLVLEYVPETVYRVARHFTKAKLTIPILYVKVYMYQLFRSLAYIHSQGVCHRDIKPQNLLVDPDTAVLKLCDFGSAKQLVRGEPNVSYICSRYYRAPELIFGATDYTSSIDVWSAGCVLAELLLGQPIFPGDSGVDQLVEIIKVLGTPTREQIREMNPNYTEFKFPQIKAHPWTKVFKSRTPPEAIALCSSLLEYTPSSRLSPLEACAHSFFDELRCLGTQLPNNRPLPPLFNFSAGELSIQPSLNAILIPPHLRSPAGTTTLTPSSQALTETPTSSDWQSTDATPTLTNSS
# PolyA inhibitor: blocks polyadenylation in yeast reporter cells; S. cerevisiae SKY197-pL101 polyadenylation reporter, beta-gal luminescence; efflux-impaired pdr1/pdr3 knockout yeast; score 100 = 6 SD above DMSO; AID 1875; 300,000 compounds, 0.02% hits; calls only at 12 µM;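 active means lowest replicate activity score at least 50, where 100 means six control SD above control mean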;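 further: yeast exposed to compound for 9 h at 30 °C; higher score means more reporter readthrough which indicates perturbed polyadenylation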
# DYRK1A inh: blocks rat Dyrk1A kinase activity; AID 504441; inhibition, % at 12.5 µM; ADP-Glo luminescence, NFATc1 peptide; 310,000 compounds, 0.43% hits; Q63470; in the data active means inhibition above about 50%;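 further: plate controls were vehicle with enzyme for no effect and no enzyme for full effect; many of its hits are not listed in these tables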
# KCNQ1 act: potentiates or activates the human KCNQ1 potassium channel | P51787 | CHO-K1 KCNQ1, thallium flux FluxOR fluorescence; active compounds read high | B-score at 10 µM | 310,000 compounds, 0.35% hits;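 active means fluorescence ratio B-score, a plate-corrected score, at least three library SD, with initial intensity B-score within 5 SD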
#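 Test system: CHO-K1 cells stably expressing KCNQ1 / Medium: assay buffer / Also added: depolarizing K+/Tl+ stimulus, K2SO4 and Tl2SO4 each 12.5 mM in 5x stock / Incubation: 90 min dye loading and 20 min compound exposure, both at room temperature / Signal: thallium influx via FluxOR fluorescence, kinetic imaging / Evaluation: B score of baseline-normalized fluorescence ratio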
# GSK3B inh: blocks human GSK3beta kinase activity; P49841; GST-GSK3beta kinase, ADP-Glo luminescence, 60 min; active compounds read low; activity score (negative = inhibition), % at 10 µM; 300,000 compounds, 0.038% hits;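 active means more than half of replicate wells score below -50%, meaning over 50% inhibition versus plate controls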;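 further: 0% = median DMSO wells and -100% = median GW8510 positive control wells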
#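 Assay system: GST-fused GSK3beta enzyme, cell-free / Medium: Tris pH 7.5 buffer with MgCl2, DTT, BSA, heparin / Also added: peptide substrate plus 25 µM ATP (final) / Compound: 10 µM single point / Timing: kinase reaction with compound 60 min at room temperature / Detection: ADP-Glo luminescence / Benchmarks: DMSO neutral wells and GW8510 at 20 µM as positive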
# hERG protect: hERG (human) protection from proarrhythmic block; Q12809; CHO-hERG, FluxOR thallium flux, dofetilide IC70 present; activation (rescue from dofetilide block), less the hit threshold, % at 10 µM; 310,000 compounds, 0.51% hits;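 active means activation above the mean of controls blocked by dofetilide plus 5 SD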;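 further: thallium influx through hERG after potassium depolarization seen as dye fluorescence rise; in these data hits start at about 4.7%; inactives centre near -7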
# * hit, by the source's call; i = inactive; · = not tested or not shown; & = joins results of further samples. The list is partial, so the mix of outcomes need not match the whole.
SMILES	KCNQ1 inh	KCNK3 inh	RGS4 block	RGS4 pot	KCNK9 inh	GSK3A inh	PolyA inhibitor	DYRK1A inh	KCNQ1 act	GSK3B inh	hERG protect
O=C(CSCc1ccc(Cl)cc1)Nc1cccc(C(=O)Nc2ccccc2C(=O)O)c1	i	i	i	i	i	0	i	13	i	6	-11
C=C(C(=O)c1ccccc1)C(C)CC(=O)c1ccccc1 (stereo not drawn)	i	i	i	i	i	-2	i	-8	i	4	-6
O=C(NCC1CCCO1)c1cccc(NC(=O)c2ccccc2)c1 (stereo not drawn)	i	i	i	i	i	10	i	2	i	-1	-7
O=C(c1cc(COc2ccc(F)cc2Cl)on1)N1CCN(c2cnccn2)CC1	i	i	i	i	i	-1	i	-2	i	0	-22
COc1ccc(OCc2cc(/C=N\NC(=O)c3ccccc3)ccc2OC)cc1	i	i	i	i	i	0	i	-4	i	1	-5
CCOc1ccc(-n2nnc3c(=O)n(CC(=O)c4ccccc4)cnc32)cc1	i	i	i	i	i	-2	i	-3	i	1	-4
CC(C)C(=O)Nc1ncc(Cc2cccc(Cl)c2)s1	i	i	i	i	i	10	i	·	i	-11	-27
CC(C)C(NC(=O)c1ccccc1Cl)C(=O)OCc1nc2scc(-c3ccccc3Cl)c2c(=O)[nH]1 (stereo not drawn)	i	i	i	i	i	1	i	-3	i	0	-11
O=C1Cc2ccccc2Sc2ccc(O)cc21	i	i	i	i	i	-2	i	13	i	-1	-10
CC(C)CC(c1nnnn1C(C)(C)C)N1CCN(Cc2ccccc2)CC1 (stereo not drawn)	i	i	i	i	i	-1	i	-2	i	0	-4

# Gathered by group: those above containing nitrogen in an aromatic ring
SMILES	KCNQ1 inh	KCNK3 inh	RGS4 block	RGS4 pot	KCNK9 inh	GSK3A inh	PolyA inhibitor	DYRK1A inh	KCNQ1 act	GSK3B inh	hERG protect
O=C(c1cc(COc2ccc(F)cc2Cl)on1)N1CCN(c2cnccn2)CC1	i	i	i	i	i	-1	i	-2	i	0	-22
CCOc1ccc(-n2nnc3c(=O)n(CC(=O)c4ccccc4)cnc32)cc1	i	i	i	i	i	-2	i	-3	i	1	-4
CC(C)C(=O)Nc1ncc(Cc2cccc(Cl)c2)s1	i	i	i	i	i	10	i	·	i	-11	-27
CC(C)C(NC(=O)c1ccccc1Cl)C(=O)OCc1nc2scc(-c3ccccc3Cl)c2c(=O)[nH]1 (stereo not drawn)	i	i	i	i	i	1	i	-3	i	0	-11
CC(C)CC(c1nnnn1C(C)(C)C)N1CCN(Cc2ccccc2)CC1 (stereo not drawn)	i	i	i	i	i	-1	i	-2	i	0	-4

# (continued)
SMILES	KCNQ1 inh	KCNK3 inh	RGS4 block	RGS4 pot	KCNK9 inh	GSK3A inh	PolyA inhibitor	DYRK1A inh	KCNQ1 act	GSK3B inh	hERG protect
COc1ccc(C2SCC(=O)N2c2nc3ccccc3s2)cc1 (stereo not drawn)	i	i	i	i	i	-4	i	-4	i	1	-6
COc1ccccc1C(=O)N/C(=C/c1ccc(Br)cc1)C(=O)NCCCn1ccnc1	i	i	i	i	i	-1	i	-5	i	1	-21
CCNC(=O)/C(C#N)=C/c1c(N(Cc2ccccc2)Cc2ccccc2)nc2ccccn2c1=O	i	i	i	i	i	-4	i	7	i	0	-11
CC1CCCC(NC(=O)COC(=O)/C=C/c2ccc(S(=O)(=O)N3CCOCC3)cc2)C1C (stereo not drawn)	i	i	i	i	i	-1	i	2	i	0	-10
Cc1cc(-c2csc(N)n2)c(C)n1-c1ccc(Cl)c(Cl)c1	i	i	i	i	i	·	i	-4	i	3	-7
COC(=O)c1cccnc1NC(=S)NC1CCCCC1	i	i	i	i	i	-3	i	·	18*	0	0
FC(F)(F)c1cccc(N2Cc3ccccc3C2)c1	i	i	i	i	i	·	i	0	i	3	-3
FC(F)(F)c1ccc(NC(=S)NCc2ccccc2)cc1	i	i	i	i	i	-1	i	0	i	2	-15
COc1ccc2nc(SCc3ccccc3C)nc(C)c2c1	i	i	i	i	i	-1	i	5	i	13	-10
CCc1noc(C)c1C(=O)Nc1ccc(S(=O)(=O)N2CCCCC2)cc1	i	i	i	i	i	-1	i	1	i	0	-10
CN(C1(C)CCS(=O)(=O)C1)S(=O)(=O)c1ccc2ccccc2c1 (stereo not drawn)	i	i	i	i	i	0	i	15	i	3	-6
COc1ccc(C(=O)NCC(=O)N2CCNC(=O)C2)cc1OC	i	i	i	i	i	-4	i	-2	i	0	-3
C[n+]1ccccc1/C=N/O	i	i	i	i	i	1&-3	i	10&2	i	2&0	-3&-3
Cc1c(C(=O)OCC(=O)NC(C)c2ccccc2)oc2ccccc12 (stereo not drawn)	i	i	i	i	i	-5	i	-1	i	-1	-7
Cc1ccc(C(=O)Nc2ccccc2N2CCN(C(=O)C(C)C)CC2)cc1	i	i	i	i	i	-1	i	4	i	2	-12
Cc1nc2ccccc2c(=O)n1/N=C/c1ccncc1	i	i	i	i	i	0	i	25	i	1	-12
CC(C)[C@H](NC(=O)N1c2ccccc2NC(=O)[C@@H]1C(C)C)C(=O)N[C@@H](Cc1c[nH]c2ccccc12)C(=O)O	i	i	i	i	i	-1	i	-3	i	2	-12
O=C(NCCN1CCOCC1)c1cc(Cl)ccc1[N+](=O)[O-]	i	·	i	i	i	-3	i	·	i	-1	2
COc1ccc(C(=O)CSc2n[nH]c(C)n2)cc1[N+](=O)[O-]	i	i	i	i	i	-1	i	-4	i	2	-4
C/C(=N\NC(=O)CSc1nc(C)cc(C)n1)c1ccc2c(c1)OCCO2	i	i	i	i	i	-2	i	2	i	4	-8
COc1ccc(-c2cc3ccccc3s2)cc1[C@H]1[C@H]2C=CC[C@@H](C)[C@@H]2C(=O)N1Cc1ccccc1	i	i	i	i	i	·	i	26	i	-2	-4
Cn1nc(C(F)(F)F)c(C#N)c1N1CCN(c2ccccc2)CC1	i	i	i	i	i	0	i	5	i	-5	-7
CCOC(=O)C1=C(C)NC(C)=C(C(=O)OCC)C1c1ccc(O)cc1	i	i	i	i	i	-2	i	6	i	1	-15
COc1ccc(N(CC(=O)Nc2ccc(C(C)C)cc2)S(=O)(=O)c2c(C)noc2C)cc1	i	i	i	i	i	-3	i	-9	i	1	-11
O=C(Nc1c2c(nn1-c1ccccc1)CS(=O)(=O)C2)c1ccccc1Br	i	i	i	i	i	1	i	-5	i	-3	-12
CCN(CC)S(=O)(=O)c1ccc(S(=O)(=O)N2CCCC(C(=O)NC3CC3)C2)cc1 (stereo not drawn)	i	i	i	i	i	0	i	-2	i	-1	-8
Cc1nc(-c2coc3cc(C)c(N=O)c(O)c3/c2=N\N)cs1	i	i	i	i	i	-4	i	-5	i	3	-5
CCc1nnc(NC(=O)CSc2nnc(-c3c[nH]c4ccccc34)n2CC)s1	i	i	i	i	i	-2	i	0	i	1	-9
O=C(COC(=O)C1CCCN1C(=O)c1cccs1)c1ccccc1 (stereo not drawn)	i	i	i	i	i	·	i	-35	i	-2	-7
CSc1ccccc1NC(=O)CN1c2ccccc2CC1C (stereo not drawn)	i	i	i	i	i	7	i	9	i	0	-9
O=C(CSc1cccc2cccnc12)Nc1ccc(S(=O)(=O)N2CCOCC2)cc1	i	i	i	i	i	-1	i	2	i	-2	-14
CCc1ccc(Nc2c([N+](=O)[O-])c(=O)oc3ccccc23)cc1	i	i	i	i	i	4	i	·	i	-1	-9
N#C/C(=N\Nc1ccc(Cl)cc1)C(=N)N1CCCCC1	i	i	i	i	i	-1	i	6	i	3	-5
CCOC(=O)C1=C(c2ccccc2)N(C)C(=O)NC1c1ccc(O)c(OC)c1 (stereo not drawn)	i	i	i	i	i	0	i	·	i	1	-5
CCn1c(SCc2nc(CC(=O)Nc3ccccc3OC)no2)nnc1-c1cccs1	i	i	i	i	i	3	i	6	i	0	-12
CNc1nc2c3ccccc3n(C(C)=O)c2s1	i	i	i	i	i	-2	i	6	i	1	-6
Cc1ccc2[nH]ccc(=O)c2c1	i	i	i	i	i	-3	i	30	i	4	-6
Cc1cc2nnc(SCC(=O)NCc3cccs3)n2c2ccccc12	i	i	i	i	i	7	i	3	i	0	-13
COc1ccccc1N1CCN(C2CCCN(Cc3cccc(O)c3)C2)CC1 (stereo not drawn)	i	i	i	i	i	-4	i	1	i	0	-7
Cc1ccccc1-c1nc(CS(=O)(=O)CC(=O)NCCCN2CC(C)CC(C)C2)c(C)o1 (stereo not drawn)	i	i	i	i	i	0	i	-8	i	-3	-4
COc1cccc(NC(=O)Cn2c(=O)n(-c3cc(OC)c(OC)c(OC)c3)c(=O)c3ccccc32)c1	i	i	i	i	i	4	i	5	i	-1	-8
O=C(Cc1ccccc1Cl)N1CCOCC1	i	i	i	i	i	-1	i	-6	i	3	-11
COc1ccc(-c2csc3ncnc(Oc4cccc5ccc(C)nc45)c23)cc1	i	i	i	i	i	-2	i	2	i	0	-10
CCC(=O)NNc1nc2c(C)cccc2s1	i	i	i	i	i	-1	i	9	i	2	-12
C/C(=N\NC(=O)c1cccs1)c1ccc2c(c1)OCO2	i	i	i	i	i	0	i	7	i	3	-8
CCCS(=O)(=O)N1CCC(C(=O)NCCCOCC)CC1	i	i	i	i	i	-1	i	1	i	-2	4
Cc1ccc2nc(C3CCN(CC(=O)Nc4ccc5c(c4)OCCO5)CC3)[nH]c2c1	i	i	i	i	i	-3	i	-6	i	5	-11
Cc1c(N2CCCC2)cc2c(c1NC(=O)c1ccccc1Cl)C(C)(C)CC2(C)C	i	-9.3*	i	i	i	1	i	-3	i	0	-9

# Source: PubChem BioAssay (several laboratories)
